Screening results as filed in PubChem BioAssay.
TAG inh = triacylglycerol accumulation inhibition | inhibition, % at 12.5 µM | hit rate 0.66% among 230,000 | AID 651582 | H9c2 cells, Nile Red lipid (TAG) fluorescence; cells loaded with 200 µM oleic acid;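 active means pattern-corrected inhibition of lipid staining of at least 50% with the nuclear-stain viability signal not falling by more than 50%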;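 further: 0% = DMSO wells and 100% = triacsin C control wells; some results filed as inactive read as strong as hits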
TAG inh DAPI viability = further read-out of TAG inh, marked with its call; DAPI nuclei signal change (viability), lower = more cytotoxic, %;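 whole-well DAPI fluorescence read on a plate reader as a viability signal; minus 50 percent equals half of cells still viable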
An asterisk follows results filed as active. A portion of the library. The share of hits here may be higher or lower than overall.

Fields – TAG inh	TAG inh DAPI viability
#1 Clc1ccc(CSc2snnc2-c2ccccc2)c(Cl)c1
→ -22	1
#2 OC(c1ccccn1)C(O)c1ccccn1 (configuration not stated)
→ 9	-3
#3 O=C(NCc1ccccn1)c1cccc(S(=O)(=O)Nc2ccc(SC(F)F)cc2)c1
→ -10	8
#4 Cc1ccc(C(=O)C(C)OC(=O)C2CC(=O)N(C3CCCCC3)C2)cc1 (configuration not stated)
→ -11	8
#5 Cc1ccccc1-n1nnnc1SCC(=O)c1c(N)n(C)c(=O)n(C)c1=O
→ -6	10
#6 CC(NC(=O)CSc1ncccn1)c1ccc2c(c1)OCO2 (configuration not stated)
→ -2	-4
#7 Cc1cc(C(=O)N/N=C/c2ccc3ccccc3c2)n[nH]1
→ -2	28
#8 NS(=O)(=O)c1ccc(NNC(=O)c2sccc2Cl)cc1
→ -9	3
#9 CCOC(=O)c1csc(NC(=O)CCSc2ccccc2)n1
→ 5	-4
#10 O=C(CN1CCc2ccccc21)NC(=O)NCc1ccco1
→ -1	5
#11 COc1cc(C=NNC(=O)c2ccc(NS(=O)(=O)c3cccs3)cc2)cc(Br)c1O
→ 1	0
#12 O=C(/C=C/c1ccccc1[N+](=O)[O-])N1CCN(c2ccccc2F)CC1
→ 14	-9
#13 CC1=CC(c2ccccc2)n2nnnc2N1 (configuration not stated)
→ -4	4
#14 CCn1c(=O)cc(SCC(=O)NCc2ccc(C)o2)c2ccccc21
→ 19	-6
#15 COc1cc2ccccc2cc1C(=O)N/N=C/c1ccc2c(c1)OCO2
→ 0	4

Another view of part of the listing above:
cpd | canonical_smiles | TAG inh | TAG inh DAPI viability
1 | Clc1ccc(CSc2snnc2-c2ccccc2)c(Cl)c1 | -22 | 1
2 | OC(c1ccccn1)C(O)c1ccccn1 (configuration not stated) | 9 | -3
3 | O=C(NCc1ccccn1)c1cccc(S(=O)(=O)Nc2ccc(SC(F)F)cc2)c1 | -10 | 8
4 | Cc1ccc(C(=O)C(C)OC(=O)C2CC(=O)N(C3CCCCC3)C2)cc1 (configuration not stated) | -11 | 8
5 | Cc1ccccc1-n1nnnc1SCC(=O)c1c(N)n(C)c(=O)n(C)c1=O | -6 | 10

Next records
Fields – TAG inh	TAG inh DAPI viability
#16 O=c1c2c(nc3c(-c4ccc(Cl)cc4)c[nH]n13)CCCC2
→ 21	-9
#17 Cc1ccc(OCCCC(=O)N(C)CC(=O)Nc2c(C)cccc2C)cc1
→ 22	-1
#18 COCCNC(=O)C1CCCN(Cc2ccccc2)CC1 (configuration not stated)
→ -10	10
#19 CC1(c2ccc3noc(-c4ccc(Cl)cc4)c3c2)OCCO1
→ -23	6
#20 O=C(O)CSCC(=O)NCc1csc2ccc(Cl)cc12
→ 8	-5
#21 COc1ccc(S(=O)(=O)N2CCOCC2)cc1NC(=O)c1ccc2c(c1)OCO2
→ -21	8
#22 Cc1cc(NC(=O)CCC(=O)N(CC(=O)NC2CCCC2)Cc2ccco2)no1
→ -1	8
#23 O=C(COC(=O)C1CCC1)NCCc1ccc(Cl)cc1Cl
→ 8	-2
#24 O=C(Nc1ccccc1N1CCOCC1)c1cccc(S(=O)(=O)N2CCOCC2)c1
→ 14	-6
#25 CN(Cc1ccccc1)C(=O)c1ccc(NC(=O)Cc2ccc(NC(=O)C3CCN(C(=O)C4CCCCC4)CC3)cc2)cc1
→ -16	-2
#26 O=C(Nc1cccc(F)c1)C1CCCN1S(=O)(=O)c1cccc2cccnc12 (configuration not stated)
→ 1	-8
#27 O=C(NCCc1csc(-c2ccccc2)n1)c1ccccc1F
→ -1	6
#28 O=C(OCN1C(=O)c2ccccc2C1=O)c1ccccc1
→ 20	-22
#29 CC1(C)S[C@@H]2[C@H](NC(=O)COc3ccccc3)C(=O)N2C1C(=O)OCC1CCCCC1 (some centres not stated)
→ 0	4
#30 CCc1ccc(C(=O)Nc2ccc(S(=O)(=O)Nc3nc(C)cc(C)n3)cc2)o1
→ 18	-28
#31 OCCn1cnc2c(SCc3ccccc3)ncnc21
→ 9	-4
#32 COc1ccc(NC(=O)/C(C#N)=C/c2ccc[nH]2)c(OC)c1
→ 0	-2
#33 Cc1noc(C)c1C(=O)NCc1ccccc1F
→ 0	1
#34 CCN(CC)C(=O)c1ccc2c(c1)N(Cc1ccccc1)C(=O)CS2=O (configuration not stated)
→ 2	-6
#35 Cc1cc(C)c2c(=O)n3c(nc2c1)C(CC(C)C)NC(=O)c1cc2ccccc2cc1-3 (configuration not stated)
→ 1	23
#36 O=C(Cc1ccc(Br)cc1)OCC(=O)c1ccc2c(c1)OCCO2
→ 0	-10
#37 Cc1oc(-c2ccccc2F)nc1CS(=O)CC(=O)NCc1ccc(F)cc1 (configuration not stated)
→ 8	-9
#38 CN(CC(=O)N1CCc2ccccc2C1)S(=O)(=O)c1ccc2c(c1)c(=O)n(C)c(=O)n2C
→ -2	9
#39 O=C1N(Cc2ccc(F)cc2)CCN1c1ccc(F)cc1
→ -3	-1
#40 CC(OC(=O)CNC(=O)c1ccc(F)cc1)C(=O)Nc1ccc(S(=O)(=O)N2CCOCC2)cc1 (configuration not stated)
→ 9	6
#41 CCOc1cc2c(cc1OCC)C(C(=O)O)C(c1cc(Br)c(O)c(OC)c1)N(C)C2=O (configuration not stated)
→ -6	6
#42 Cc1ccc(CSC2=CS(=O)(=O)c3ccccc3N2)cc1
→ -24	0
#43 C=CCC1CCCC(=O)N2CC[C@H](O)C12 (some centres not stated)
→ 15	-8
#44 CC(C)(C#N)NC(=O)C(=O)c1c(-c2ccccc2)cc2ccccn12
→ -19	1
#45 COc1cc(CN2CCN(Cc3ccc(C)cc3)C(CCO)C2)cc(OC)c1O (configuration not stated)
→ 2	3
#46 CCCn1nc(NC(=O)c2cccs2)c2cc3ccccc3nc21
→ -6	1
#47 COC(=O)c1ccc(C(=O)OC)c(NC(=S)N2CCCC(CO)C2)c1 (configuration not stated)
→ 21	11
#48 CC(C)CC(c1nnnn1CCc1ccccc1)N1CCN(C(=O)c2ccco2)CC1 (configuration not stated)
→ 11	5
#49 O=C(CSc1nnc(-c2cccc(Br)c2)o1)NCC1CCCO1 (configuration not stated)
→ -5	-5
#50 Cc1ccc(C(C)C)c(OCCNCc2ccccc2)c1
→ 1	4
#51 COC(=O)CCNS(=O)(=O)c1ccc2nsnc2c1
→ 23	2
#52 CCOC(=O)c1nnn2c3ccccc3c(=O)n(C)c12
→ -10	1
#53 COC(=O)Cn1cnc2c(cnn2-c2ccc(OC)cc2)c1=O
→ -5	5
#54 CC1CCN(C(=O)c2ccccc2SCC(=O)NCC2CCCCC2)CC1
→ 8	-1
#55 NC(=O)c1cc([N+](=O)[O-])c(Cl)cc1NCc1cccnc1
→ 21	-14
#56 N=c1sccn1CC(=O)Nc1ccccc1Cc1ccccc1
→ 6	13
#57 CC1CCC2(CC1)NC(=O)N(CC(=O)c1ccc(CNC(=O)C(C)(C)C)s1)C2=O (configuration not stated)
→ 10	-5
#58 CC(C)CSc1ccc(S(=O)(=O)NCC(=O)O)cc1[N+](=O)[O-]
→ -3	-7
#59 COc1ccccc1NS(=O)(=O)c1cc(N2Cc3ccccc3C2=N)ccc1N1CCOCC1
→ 26	-7
#60 O=C(Nc1cccc(C(=O)N2CCCCC2)c1)C1CC1
→ 15	2
#61 CCCCNC(=O)N1CCN(C(=O)c2ccco2)CC1
→ 1	-3
#62 S=C1NC[C@H](CC2CCCCC2)N1CCc1cccc2ccccc12
→ -8	-5
#63 C=C(CC)C(=O)c1ccc(OCC(=O)O)c(Cl)c1Cl
→ 7	-2
#64 Cc1ccc(C)c(SCC(=O)OCC(=O)NCCNC(=O)COC(=O)CSc2cc(C)ccc2C)c1
→ 12	2
#65 COc1cc(OC)cc(C(=O)NCc2ccc3c(c2)cc(C)n3C)c1
→ 4	11
#66 COc1ccccc1N1CCN(C(=O)C2Cc3ccccc3CN2C(=O)c2ccco2)CC1 (configuration not stated)
→ 29	-5
#67 Cc1ccc(Nc2c(-c3ccc(C)o3)nc3cnccn23)cc1
→ -22	2
#68 CS(=O)(=O)c1ccc(Cl)c(NC(=O)c2cc(=O)[nH]c3ccc(S(=O)(=O)N4CCOCC4)cc23)c1
→ 5	-6
#69 COC(=O)C1CCN(C(=O)NC2CC(=O)N(c3ccc4c(c3)OCCO4)C2)CC1 (configuration not stated)
→ -10	7
#70 CCOc1ccc(NC(=O)CCSc2ccc(C)cc2)cc1
→ -10	12
#71 COc1ccc(Cc2noc(CN3CCN(Cc4cccc(Cl)c4)CC3)n2)cc1OC
→ -26	-2
#72 CCOC(=O)CN1C(=O)CSc2ccc(S(=O)(=O)N3CCCC3)cc21
→ -2	-2
#73 O=C(CN1C(=O)NC2(CCCC2)C1=O)Nc1cc(Cl)ccc1N1CCOCC1
→ 14	2
#74 CC(C)(C(N)=O)N1CCN(c2ncc(C(F)(F)F)cc2Cl)CC1
→ -15	-2
#75 COc1ccc(N2CCN(C(=O)CSc3ncnc4c3cnn4-c3ccccc3C)CC2)cc1
→ 1	3

Next compounds follow.
Fields – TAG inh	TAG inh DAPI viability
#76 O=C(OCCOc1ccc(Br)cc1)c1ccc(Cl)c(S(=O)(=O)N2CCOCC2)c1
→ -23	2
#77 NNC(=O)c1cc2ccccc2cc1O
→ 3	-7
#78 N#Cc1cc(C#N)c(SCC(=O)N2CC(=O)Nc3ccccc32)nc1N
→ 6	-8
#79 NS(=O)(=O)c1ccc(NC(=O)CN2CCCCC2)cc1
→ 6	-1
#80 COCCn1c(Cc2ccccc2)nnc1SCC(=O)Nc1ccccc1
→ -7	0
#81 COc1cccc(NC(=O)c2cc(S(=O)(=O)N3CCc4ccccc43)cn2C)c1
→ -1	-3
#82 CC1(C)Cc2cccc(OCC(=O)N3CCN(S(=O)(=O)c4ccc(F)cc4)CC3)c2O1
→ 28	-2
#83 CCn1ncc(Br)c1C(=O)Nc1ccc2c(c1)OCCO2
→ 3	-5
#84 CN1CCN(C(=O)c2ccc(NS(=O)(=O)c3cccc([N+](=O)[O-])c3)cc2)CC1
→ -12	1
#85 Nc1nnc(SCCOc2ccc(Br)cc2)s1
→ 2	-5
#86 Cc1cc(NC(=O)COC(=O)COc2ccc(Cl)c(C)c2)no1
→ -7	14
#87 CCCCC(CCC(=O)Nc1cc([N+](=O)[O-])ccc1O)C(=O)O (configuration not stated)
→ -16	6
#88 CCOc1ccc(-c2nnc(-c3ccccc3)n2-c2ccccc2)cc1
→ 10	2
#89 CC(OC(=O)c1ccccc1)C(=O)NCCC1=CCCCC1 (configuration not stated)
→ 0	3
#90 CC1(Oc2ccc(Cl)cc2)CCN(Cc2ccc(OC(F)(F)F)cc2)C1 (configuration not stated)
→ -11	5
#91 CCCN(CCC)C(=O)CSc1nc2c(sc(=S)n2-c2ccc(OCC)cc2)c(=O)[nH]1
→ 3	5
#92 COc1ccc(C(=O)Nc2cccc(/C=C(/CCC(=O)O)c3nc4ccccc4s3)c2)cc1
→ -15	7
#93 c1ccc(OCCNc2nc(NCC3CC3)nc3ccsc23)cc1
→ -21	14
#94 O=C(Oc1ccccc1)N(c1ccccc1)c1ccccc1
→ 2	-6
#95 O=S1(=O)CCOCCCN1Cc1cccc(C(F)(F)F)c1
→ -11	11
#96 N#Cc1ccc(NC(=O)COC(=O)c2cccc(S(=O)(=O)N3CCCC3)c2)cc1
→ -7	13
#97 CSc1nc(Oc2ccc(F)cc2F)cc(C(F)(F)F)n1
→ -2	2
#98 O=C(CCCC(=O)N1CCCc2ccccc21)N1CCCc2ccccc21
→ 27	-12
#99 CCN(C(=O)CSc1nnc(-c2ccco2)n1Cc1ccccc1)C1CCS(=O)(=O)C1 (configuration not stated)
→ 11	-14
#100 CC(C)N1C(=O)CCC1C(=O)N1CCN(c2ccc(F)cc2)CC1 (configuration not stated)
→ -2	-2
#101 Cn1c(=O)c2cnc(-c3ccc(C(F)(F)F)cc3)nc2n(C)c1=O
→ -8	0
#102 CN(CCNC(=O)CN1C(=O)CSc2ccc(S(=O)(=O)N3CCCC3)cc21)Cc1ccccc1
→ 14	-10
#103 CCc1noc(C)c1C(=O)OCC(=O)Nc1cccc(C)c1
→ -11	-7
#104 Cc1sc2ncnc(NC3CCN(Cc4ccccc4)CC3)c2c1C
→ -46	26
#105 Cc1ccc(NNS(=O)(=O)c2ccc(C)cc2)cc1
→ -13	10
#106 O=c1[nH]c(SCCN2CCOCC2)nc(O)c1-c1ccccc1
→ 1	-4
#107 Cc1ccc(C(=O)c2cc([N+](=O)[O-])ccc2N2CC(C)OC(C)C2)cc1 (configuration not stated)
→ -2	-13
#108 O=C(Cn1nnc2ccccc21)c1ccc(Cl)cc1
→ -9	16
#109 O=C(CCSc1ccccc1)NCCSCc1ccccc1
→ -6	-5
#110 Cc1ccc(NC(=O)CN(C)C(=O)c2ccc(S(=O)(=O)N(C)c3ccccc3)cc2)cc1
→ -1	-2
#111 CCCC(=O)Nc1nc2ccc(OC)cc2s1
→ 20	-8
#112 CN(C/C=C/c1ccccc1)Cc1cccc2ccccc12
→ -18	12
#113 CC(C)(C)c1ccc(CN2C3=NCCCN3c3ccccc32)cc1
→ -20	10
#114 CCOC(=O)c1cc2c(=O)n3ccccc3nc2n(CC(C)C)c1=NC(=O)c1ccco1
→ 7	31

Looked up above:
Entry of no. 108 under TAG inh DAPI viability: 16
Entry of no. 107 under TAG inh DAPI viability: -13
Entry of no. 109 under TAG inh: -6
Entry of no. 111 under TAG inh: 20
Entry of no. 113 under TAG inh DAPI viability: 10
Entry of no. 114 under TAG inh: 7
Entry of no. 110 under TAG inh: -1

Complete entries, quoted from the list:
CC(C)(C)c1ccc(CN2C3=NCCCN3c3ccccc32)cc1 is listed with TAG inh: -20; TAG inh DAPI viability: 10
CN(C/C=C/c1ccccc1)Cc1cccc2ccccc12 is listed with TAG inh: -18; TAG inh DAPI viability: 12
O=C(Cn1nnc2ccccc21)c1ccc(Cl)cc1 is listed with TAG inh: -9; TAG inh DAPI viability: 16
